Compound activity: PubChem BioAssay, The Scripps Research Institute Molecular Screening Center
FBW7 activator: activators of human E3 ligase FBW7; Q969H0; normalized activity (activation), % at 26.1 µM; 0.13% of 650,000 active; AlphaScreen FBW7–phospho-cyclin E peptide binding, activator screen; AID 1259310; in the data active means normalized activity above about 1.9%;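 further: purified mutant Fbw7 with reduced substrate affinity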
TEAD-YAP inh: TEAD-YAP interaction inhibition. 1.4% of 640,000 active. AID 1259422. HEK-TIYL cells, TEAD-Gal4/YAP UAS-luciferase luminescence. inhibition, % at 9.12 µM; in the data active means inhibition above about 32%;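 further: 0% = median of test compound wells and 100% = reference inhibitor wells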
MITF inh: human MITF inhibition, primary screen; AID 1259374; 0.91% of 650,000 active; inhibition, % at 2.6 µM; O75030; AlphaScreen MITF homodimerization, bead proximity signal; in the data active means inhibition above about 50%;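 further: 0% = vehicle wells with protein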
Target sequence (O75030 whole entry, looked up): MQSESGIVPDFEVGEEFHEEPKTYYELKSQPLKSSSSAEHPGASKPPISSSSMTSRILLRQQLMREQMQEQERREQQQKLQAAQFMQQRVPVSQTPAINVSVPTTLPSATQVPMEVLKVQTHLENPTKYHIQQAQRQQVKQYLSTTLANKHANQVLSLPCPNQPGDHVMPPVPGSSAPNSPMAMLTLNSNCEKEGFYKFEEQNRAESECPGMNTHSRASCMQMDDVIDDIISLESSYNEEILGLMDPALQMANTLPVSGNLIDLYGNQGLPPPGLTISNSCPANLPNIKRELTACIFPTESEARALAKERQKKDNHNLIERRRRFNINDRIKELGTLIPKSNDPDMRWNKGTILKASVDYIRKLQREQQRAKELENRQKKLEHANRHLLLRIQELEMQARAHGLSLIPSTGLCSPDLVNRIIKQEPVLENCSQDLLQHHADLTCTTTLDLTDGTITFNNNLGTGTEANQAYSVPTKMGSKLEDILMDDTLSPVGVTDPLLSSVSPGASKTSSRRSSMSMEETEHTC
GPR151 activ: activates the human receptor GPR151; Q8TDV0; PathHunter beta-arrestin GPR151 cells, luminescence; activation, % at 11.2 µM; 1% of 650,000 active; AID 1508602; in the data active means activation above about 4.9%;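 further: 0% = median of compound wells and 100% = cells with positive control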
Target sequence (Q8TDV0 whole entry, looked up): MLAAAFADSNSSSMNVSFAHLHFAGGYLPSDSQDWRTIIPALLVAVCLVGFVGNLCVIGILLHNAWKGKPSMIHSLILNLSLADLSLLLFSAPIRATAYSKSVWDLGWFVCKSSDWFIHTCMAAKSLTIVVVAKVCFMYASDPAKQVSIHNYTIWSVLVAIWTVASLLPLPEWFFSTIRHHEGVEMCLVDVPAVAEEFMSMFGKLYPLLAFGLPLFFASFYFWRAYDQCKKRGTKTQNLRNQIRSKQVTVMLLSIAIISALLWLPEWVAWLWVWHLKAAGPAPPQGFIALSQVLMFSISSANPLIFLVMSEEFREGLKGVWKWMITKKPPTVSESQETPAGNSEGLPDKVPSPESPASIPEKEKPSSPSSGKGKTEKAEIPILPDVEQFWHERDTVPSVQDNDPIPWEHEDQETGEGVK
The depositor's hits bear a star; · = no result given.

SMILES | FBW7 activator | TEAD-YAP inh | MITF inh | GPR151 activ
O=C(CCCn1c(SCC(=O)NCCc2ccccc2)nc2ccccc2c1=O)NCCc1ccccc1 | -0.1 | -2 | -6 | -0.4
Nc1c(C(=O)NCC2CCCO2)c2nc3ccccc3nc2n1CCc1ccccc1F (stereo unspecified) | 0.5 | 5 | 4 | 0.2
COc1ccc(NC(=O)c2cc(C)ccc2C)c([N+](=O)[O-])c1 | -0.5 | 8 | 29 | 1.6
COc1ccccc1-n1cnc2cc(C(=O)NCCc3ccccc3)ccc21 | -0.2 | 2 | -5 | 3.6
CC(C)OC(=O)c1cccc(C(=O)O)n1 | -0.1 | 0 | 4 | 0.9
CCc1nnc2n1N(C(C)=O)C(c1ccc(Br)cc1)=C(C(C)=O)S2 | 0.0 | 25 | 14 | -0.2
Cn1nnnc1SCCNCc1ccc(Cl)cc1 | 0.2 | -3 | 10 | -0.8
COc1ccc(CCC(=O)N2CCC3(CC2)OCCN3S(=O)(=O)c2ccc(OC)cc2)cc1 | 0.1 | 10 | 13 | 0.5
Cc1ccccc1OCCn1cc(C(=S)N2CCOCC2)c2ccccc21 | -0.1 | -31 | -2 | -1.4
CCC(C(=O)NCc1ccccc1C)n1c2ccccc2c2nc(=O)cc(C)n21 (stereo unspecified) | 0.3 | 0 | 1 | -0.7
COc1cc(N)ccc1-c1ccc(CO)o1 | 0.0 | -2 | 13 | 1.2
Cn1c(Nc2nc(C(=O)NCCc3ccc(O)cc3)cs2)nc2ccccc21 | -0.1 | 13 | 2 | 1.1
CCc1cc(C(=O)O)c(N)c([N+](=O)[O-])c1 | -0.3 | 1 | -7 | 1.2
Cc1ccc(NC(=O)CSC2=C(C#N)C(c3ccc(C)cc3)CC(=O)N2)cc1 (stereo unspecified) | -0.1 | -3 | 8 | -1.1
CC1CCCN(c2c([N+](=O)[O-])nn(-c3ccccc3)[n+]2[O-])C1 (stereo unspecified) | -0.5 | -3 | 11 | 2.7
CCc1ccccc1OCCOCCNC(C)C | 0.1 | 4 | 44 | 2.3
COCC(=O)Nc1nc2nc(C)cc(C)c2s1 | 0.1 | -15 | -5 | 1.4
Cc1ccnn1CCC(=O)N[C@H](Cn1nnc2ccccc21)C(C)C | 0.0 | -8 | 6 | 0.9
CC(C)(C)OC(=O)N1CCC(c2cc(=O)n(-c3ccccc3)[nH]2)CC1 | -1.3 | 14 | -8 | 0.3
c1ccc(OCCNc2nc(Nc3cnccn3)nc3c2ncn3-c2ccsc2)cc1 | 0.1 | -3 | 8 | 2.5
COc1cc(OC)c(OC)cc1/C=C1N=C(/C=C/c2ccc(Cl)cc2Cl)OC\1=O | -0.1 | 1 | 2 | 1.8
CCc1ccc(CCC(=O)Nc2ccc(Cl)cc2)o1 | 0.4 | -12 | 3 | -0.5
CC1(C)CC(NC(=O)c2cc(Cc3ccc4c(c3)OCO4)no2)CCO1 (stereo unspecified) | 0.0 | -14 | -1 | 4.6
CCC(C)OC(=O)NC(Cc1ccc(Cl)cc1)C(=O)O (stereo unspecified) | 0.0 | 3 | -4 | 0.3
CCN1C(=C(C#N)C#N)C=Cc2ccccc21 | 0.0 | -20 | -9 | 3.6
COC(=O)c1ccc(NC(=O)CCc2c(C)nc3c(c(C)nn3C(C)(C)C)c2C)cc1 | 0.0 | -14 | 4 | 0.1
CCCCCCSC1=C(C#N)C(c2cccs2)C(C(=O)Nc2ccccc2)=C(C)N1 (stereo unspecified) | 0.5 | -2 | -5 | 0.4
Cc1ccccc1C1(C)CCOCC1 | -0.2 | -5 | -4 | -0.2
O=C(COc1ccccc1)n1nc(NCc2cccs2)nc1NCc1cccs1 | 0.0 | -5 | -5 | -1.5
COc1ccc(NC(=O)COc2ccc(CO)cc2OC)cc1 | 0.4 | -2 | 1 | 1.5

Sorted by molar mass (rising): 14 of the compounds above
SMILES | FBW7 activator | TEAD-YAP inh | MITF inh | GPR151 activ
CC(C)OC(=O)c1cccc(C(=O)O)n1 | -0.1 | 0 | 4 | 0.9
CCc1ccccc1OCCOCCNC(C)C | 0.1 | 4 | 44 | 2.3
Cn1nnnc1SCCNCc1ccc(Cl)cc1 | 0.2 | -3 | 10 | -0.8
CCC(C)OC(=O)NC(Cc1ccc(Cl)cc1)C(=O)O (stereo unspecified) | 0.0 | 3 | -4 | 0.3
CC1CCCN(c2c([N+](=O)[O-])nn(-c3ccccc3)[n+]2[O-])C1 (stereo unspecified) | -0.5 | -3 | 11 | 2.7
COc1ccc(NC(=O)COc2ccc(CO)cc2OC)cc1 | 0.4 | -2 | 1 | 1.5
CC1(C)CC(NC(=O)c2cc(Cc3ccc4c(c3)OCO4)no2)CCO1 (stereo unspecified) | 0.0 | -14 | -1 | 4.6
COc1ccccc1-n1cnc2cc(C(=O)NCCc3ccccc3)ccc21 | -0.2 | 2 | -5 | 3.6
Cc1ccc(NC(=O)CSC2=C(C#N)C(c3ccc(C)cc3)CC(=O)N2)cc1 (stereo unspecified) | -0.1 | -3 | 8 | -1.1
COC(=O)c1ccc(NC(=O)CCc2c(C)nc3c(c(C)nn3C(C)(C)C)c2C)cc1 | 0.0 | -14 | 4 | 0.1
O=C(COc1ccccc1)n1nc(NCc2cccs2)nc1NCc1cccs1 | 0.0 | -5 | -5 | -1.5
c1ccc(OCCNc2nc(Nc3cnccn3)nc3c2ncn3-c2ccsc2)cc1 | 0.1 | -3 | 8 | 2.5
CCCCCCSC1=C(C#N)C(c2cccs2)C(C(=O)Nc2ccccc2)=C(C)N1 (stereo unspecified) | 0.5 | -2 | -5 | 0.4
COc1ccc(CCC(=O)N2CCC3(CC2)OCCN3S(=O)(=O)c2ccc(OC)cc2)cc1 | 0.1 | 10 | 13 | 0.5

(cont.)
SMILES | FBW7 activator | TEAD-YAP inh | MITF inh | GPR151 activ
Cc1cc2nc(-c3ccc(F)cc3)c(-c3ccc(F)cc3)nc2cc1C | 0.3 | 1 | 8 | 0.9
Cc1ccc(-c2nnc(NC(=O)C(C)(C)C)o2)cc1C | -0.2 | 0 | -3 | -0.9
O=C(Cn1ncc2c(=O)oc3ccccc3c21)N1CCCCC1 | 0.6 | 4 | 15 | -0.1
CC1CCCC(NC(=O)COC(=O)c2ccc(F)cc2F)C1C (stereo unspecified) | 0.1 | 9 | 7 | -0.9
CC(C)Nc1nc(NC(C)C)nc(N(C#N)CCOc2ccc(Br)cc2)n1 | -0.1 | -1 | -5 | 0.3
COCCn1c(Cc2cccn2C)nnc1SCC(=O)Nc1cc(Cl)ccc1OC | 0.8 | 5 | 19 | -0.3
Cc1cc(C)n(-c2ncnc3sc4c(c23)CCC4)n1 | 0.0 | 4 | 4 | 0.4
CCn1c(=O)/c(=C\C=C2\N(C)c3ccc(-c4ccccc4)cc3C2(C)C)s/c1=C1\C(=O)N(c2ccccc2)N=C1C | -0.4 | -13 | -5 | -0.9
O=C(CSc1ccc2nnc(-c3ccc(F)cc3)n2n1)NCC1CCCO1 (stereo unspecified) | -0.2 | -7 | -9 | -0.2
CCOC(=O)N1CCN(C(=O)c2ccc(N3CC4CC(C3)c3cccc(=O)n3C4)c(NS(=O)(=O)c3ccc4c(c3)OCCO4)c2)CC1 (stereo unspecified) | -0.5 | 1 | 13 | -0.9
Cc1ccsc1C1C2=C(CC(C)(C)CC2=O)Nc2ncnn21 (stereo unspecified) | 0.0 | 15 | 6 | -0.6
CCCn1cnc2sc(C(=O)Nc3cc(Cl)ccc3OC)c(C)c2c1=O | 0.0 | 6 | 20 | 1.1
Cc1ccc(OCC(=O)NCc2cccs2)cc1C | -0.1 | -20 | 2 | 0.8
COc1cc([N+](=O)[O-])c(Cl)cc1-c1ccc(/C=C2\SC(=Nc3ccccc3)N(c3ccccc3)C2=O)o1 | 0.1 | -3 | 14 | -0.7
CCOC(=O)c1ccc(N2N=C(C(F)(F)F)CC2=O)cc1 | 0.3 | 0 | 6 | -0.2
CCOC(=O)c1ccc(-n2c(N)c(C(=O)Nc3ccccc3)sc2=S)cc1 | 0.3 | -8 | 6 | 1.5
CN(CC(=O)Oc1ccc([N+](=O)[O-])cc1)S(=O)(=O)c1ccc(Cl)cc1 | -0.1 | 1 | -1 | -0.1
Cc1ccc(S(=O)(=O)NN2C(=O)c3ccccc3NC2c2ccccc2)cc1 (stereo unspecified) | 0.4 | 2 | 14 | 0.9
CNc1ccc([N+](=O)[O-])cc1-n1cc2c(c1-c1ccc(OC)cc1)c(=O)n(C)c(=O)n2C | -0.1 | -6 | 1 | 1.3
O=C(c1n[nH]c2c1CCCC2)N1CC[C@@H](c2ccccc2)[C@H](O)C1 | -0.1 | -26 | -4 | 2.7
COCCOC(=O)c1c(C)oc2ccc(OCC(=O)c3ccc(Cl)cc3)cc12 | 0.0 | -13 | -1 | -0.6
O=C(NCCc1ccccc1Cl)c1ncoc1-c1cccs1 | 0.0 | 0 | 3 | -1.1
Cc1ccc(OCCNC2CCCC2)c(C)c1 | -0.5 | 12 | 20 | -0.5
Cc1cc(C(=O)N(C2CCCCC2)C2CCCCC2)no1 | 0.1 | 3 | 6 | -0.8
COc1ccc(S(=O)(=O)CCC(=O)Nc2ccc(F)cc2Cl)cc1 | 0.1 | 1 | 47 | -1.6
CC(=O)c1c(C)oc2c(Br)cc(NS(=O)(=O)c3ccccc3)cc12 | 0.0 | 13 | 5 | 2.0
O=C(NCc1ccco1)C1CCC(N2C(=O)C3C4CCC(C4)C3C2=O)CC1 (stereo unspecified) | -0.1 | -3 | -1 | 2.5
N#C/C(=C\c1ccc(OCC(=O)NCC2CCCO2)cc1)C(=O)NCCc1ccccc1 (stereo unspecified) | 2.0* | 0 | 8 | -0.1
COc1ccc2cc(/C=N/NC(=O)Cc3c[nH]c4ccccc34)ccc2c1 | -0.2 | -3 | -46 | 0.0
O=C(NCC1CCN(S(=O)(=O)c2ccccc2)CC1)C(=O)Nc1ccccc1 | 0.6 | -1 | 10 | -1.2
COc1ccc(-c2noc(C(C)Oc3ccc(Cl)cc3Cl)n2)cc1 (stereo unspecified) | -0.1 | 3 | -7 | -0.4
CC(C)CC1NC(=O)N(CC(=O)Nc2ccc3c(c2)CCC3)C1=O (stereo unspecified) | 0.4 | 6 | -4 | -0.6
O=C(Nc1nnc(CSCc2ccccc2)s1)c1ccco1 | -0.3 | -19 | 5 | 0.2
CCOC(=O)c1c(NC(=O)C2(c3ccccc3)CCCC2)sc2c1CC(C)(C)OC2 | -0.1 | -7 | 11 | 0.0
COc1ccc(S(=O)(=O)N(C)C)cc1Cl | 0.0 | -9 | -19 | 0.0
NC(=O)c1c(NC(=O)CSc2nnc3c(n2)[nH]c2ccccc23)sc2c1CCCC2 | -0.1 | 22 | 0 | 0.7
CCc1ccc(C(C)NS(=O)(=O)c2ccccc2OC)cc1 (stereo unspecified) | 0.0 | 0 | 7 | -0.7
CC1=C(C(=O)OCCc2ccccc2)C(c2coc3ccc(C)cc3c2=O)C2=C(CC(c3cccs3)CC2=O)N1 (stereo unspecified) | -0.1 | 10 | -2 | 1.7
COc1ccc(N2C(=O)c3cccc4c(NC(CO)(CO)CO)ccc(c34)C2=O)cc1 | 0.9 | -5 | 4 | -0.9
O=C(CCS(=O)(=O)c1ccc(Br)s1)NC1CCCC1 | 0.0 | 6 | 8 | 0.0
O=C(NCc1ccccc1)c1cnc(N2CCN(Cc3ccc4c(c3)OCO4)CC2)s1 | -0.1 | 1 | -1 | -0.3
CC(C)C(=O)N(Cc1ccccn1)c1nc2ccccc2s1 | 0.0 | -4 | -4 | 0.7
Cc1cccc(-c2nc(C)cc(Nc3ccc(OCCN4CCCCC4)cc3)n2)c1 | -0.1 | -10 | 3 | -1.3
Cc1cccc(C(=O)N/C(=C/c2ccc(N(C)C)cc2)C(=O)Nc2ccccc2)c1 | -0.1 | -2 | -4 | 1.3
NS(=O)(=O)c1cccc(Nc2nccc(Oc3ccccc3)n2)c1 | -0.1 | -6 | 3 | 0.3
CCOc1ccc2oc(C(=O)OCC(=O)Nc3sccc3C#N)c(C)c2c1 | 0.3 | -23 | 12 | -3.5
CCN(CC)c1ccc(N)c(C)c1 | -0.1 | 12 | 80* | -0.6
O=C1OC(O)C(c2cc3ccccc3s2)=C1Br (stereo unspecified) | · | · | -2 | -1.0
Cc1cc(C)cc(N=C2NC(=O)/C(=C\c3cc(C)n(-c4ccc(Cl)cc4)c3C)S2)c1 | 0.0 | -3 | 11 | 1.8
COc1cccc(C(=O)NCCCN2CCOC(c3ccccc3)C2)c1OC (stereo unspecified) | 0.1 | 2 | 5 | -1.2
O=[N+]([O-])c1ccccc1/C=N/NC1=NS(=O)(=O)c2ccccc21 | 0.3 | -7 | 6 | 0.9
COc1ccc(C(=O)COC(=O)c2ccc([N+](=O)[O-])cc2)cc1 | 0.0 | 0 | 6 | 0.5
Cc1ccc(CCNC(=O)CCn2nc(-c3ccc(C)cc3)ccc2=O)cc1 | -0.1 | -12 | -3 | 2.4
Cc1nn(Cc2ccc(C(=O)NN)o2)c(C)c1Cl | -0.2 | 4 | -11 | 0.3
CCc1ccc(NC(=O)c2cc3cc(OC)ccc3oc2=O)cc1 | 0.4 | -3 | 6 | -1.2
Cc1ccc(CSc2nc3ccccc3c(=O)n2CCCC(=O)NCc2cccc(Cl)c2)c(C)c1 | 0.7 | -1 | 2 | -0.4
CC(C)CCNC(=O)C1CC(=O)N(c2ccc(F)c(Cl)c2)C1 (stereo unspecified) | -0.1 | -1 | 0 | 0.1
Cc1sc(NC(=S)NC(=O)C2CCCCC2)c(C(N)=O)c1C | 0.0 | -13 | -9 | -1.1
Nc1nnc(Cc2ccc(F)cc2)s1 | 0.4 | 6 | 6 | 1.6
Cc1csc(NC(=O)CSc2nccn2-c2ccccc2C)n1 | -0.2 | 2 | 14 | -0.4
